Gal4-VP16 FLuc = inhibits Gal4-VP16 luciferase reporter, ROR gamma counter-screen; actives 3.5% (n = 310,000); Potency, µM (series often up to 53.6 µM), without a hit: at the highest dose activity, negative = inhibition, usual class: inhibitors; Drosophila S2 Gal4-VP16 UAS-luciferase, luminescence, 20 h;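 further: Gal4-VP16 expression switched on by copper sulfate through the metallothionein promoter; on the % scale 0 is the no-effect control and ±100 the full control effect; nearly all actives have a fitted effect of over 50% in size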
CXXC DNA block = blocks binding of human MLL CXXC domain to DNA; Q03164; MLL-CXXC / FITC-HOXA9 DNA fluorescence polarization; Potency, µM (series often up to 115 µM), for inactives: top-dose activity change, negative = inhibition, usual class: inhibitors; actives 0.037% (n = 290,000); active means well fitted inhibition curve with a large enough effect in the polarisation, with a control signal flat, not every such curve was filed as active; inconclusive means small, poorly fitted or top-dose-only effect, or effect the other way, or a change in a side signal; inactive means no such curve, though single readings can be large or run the other way; the % refers to the polarisation
Target sequence (Q03164 whole entry, looked up, the tested form may be a part): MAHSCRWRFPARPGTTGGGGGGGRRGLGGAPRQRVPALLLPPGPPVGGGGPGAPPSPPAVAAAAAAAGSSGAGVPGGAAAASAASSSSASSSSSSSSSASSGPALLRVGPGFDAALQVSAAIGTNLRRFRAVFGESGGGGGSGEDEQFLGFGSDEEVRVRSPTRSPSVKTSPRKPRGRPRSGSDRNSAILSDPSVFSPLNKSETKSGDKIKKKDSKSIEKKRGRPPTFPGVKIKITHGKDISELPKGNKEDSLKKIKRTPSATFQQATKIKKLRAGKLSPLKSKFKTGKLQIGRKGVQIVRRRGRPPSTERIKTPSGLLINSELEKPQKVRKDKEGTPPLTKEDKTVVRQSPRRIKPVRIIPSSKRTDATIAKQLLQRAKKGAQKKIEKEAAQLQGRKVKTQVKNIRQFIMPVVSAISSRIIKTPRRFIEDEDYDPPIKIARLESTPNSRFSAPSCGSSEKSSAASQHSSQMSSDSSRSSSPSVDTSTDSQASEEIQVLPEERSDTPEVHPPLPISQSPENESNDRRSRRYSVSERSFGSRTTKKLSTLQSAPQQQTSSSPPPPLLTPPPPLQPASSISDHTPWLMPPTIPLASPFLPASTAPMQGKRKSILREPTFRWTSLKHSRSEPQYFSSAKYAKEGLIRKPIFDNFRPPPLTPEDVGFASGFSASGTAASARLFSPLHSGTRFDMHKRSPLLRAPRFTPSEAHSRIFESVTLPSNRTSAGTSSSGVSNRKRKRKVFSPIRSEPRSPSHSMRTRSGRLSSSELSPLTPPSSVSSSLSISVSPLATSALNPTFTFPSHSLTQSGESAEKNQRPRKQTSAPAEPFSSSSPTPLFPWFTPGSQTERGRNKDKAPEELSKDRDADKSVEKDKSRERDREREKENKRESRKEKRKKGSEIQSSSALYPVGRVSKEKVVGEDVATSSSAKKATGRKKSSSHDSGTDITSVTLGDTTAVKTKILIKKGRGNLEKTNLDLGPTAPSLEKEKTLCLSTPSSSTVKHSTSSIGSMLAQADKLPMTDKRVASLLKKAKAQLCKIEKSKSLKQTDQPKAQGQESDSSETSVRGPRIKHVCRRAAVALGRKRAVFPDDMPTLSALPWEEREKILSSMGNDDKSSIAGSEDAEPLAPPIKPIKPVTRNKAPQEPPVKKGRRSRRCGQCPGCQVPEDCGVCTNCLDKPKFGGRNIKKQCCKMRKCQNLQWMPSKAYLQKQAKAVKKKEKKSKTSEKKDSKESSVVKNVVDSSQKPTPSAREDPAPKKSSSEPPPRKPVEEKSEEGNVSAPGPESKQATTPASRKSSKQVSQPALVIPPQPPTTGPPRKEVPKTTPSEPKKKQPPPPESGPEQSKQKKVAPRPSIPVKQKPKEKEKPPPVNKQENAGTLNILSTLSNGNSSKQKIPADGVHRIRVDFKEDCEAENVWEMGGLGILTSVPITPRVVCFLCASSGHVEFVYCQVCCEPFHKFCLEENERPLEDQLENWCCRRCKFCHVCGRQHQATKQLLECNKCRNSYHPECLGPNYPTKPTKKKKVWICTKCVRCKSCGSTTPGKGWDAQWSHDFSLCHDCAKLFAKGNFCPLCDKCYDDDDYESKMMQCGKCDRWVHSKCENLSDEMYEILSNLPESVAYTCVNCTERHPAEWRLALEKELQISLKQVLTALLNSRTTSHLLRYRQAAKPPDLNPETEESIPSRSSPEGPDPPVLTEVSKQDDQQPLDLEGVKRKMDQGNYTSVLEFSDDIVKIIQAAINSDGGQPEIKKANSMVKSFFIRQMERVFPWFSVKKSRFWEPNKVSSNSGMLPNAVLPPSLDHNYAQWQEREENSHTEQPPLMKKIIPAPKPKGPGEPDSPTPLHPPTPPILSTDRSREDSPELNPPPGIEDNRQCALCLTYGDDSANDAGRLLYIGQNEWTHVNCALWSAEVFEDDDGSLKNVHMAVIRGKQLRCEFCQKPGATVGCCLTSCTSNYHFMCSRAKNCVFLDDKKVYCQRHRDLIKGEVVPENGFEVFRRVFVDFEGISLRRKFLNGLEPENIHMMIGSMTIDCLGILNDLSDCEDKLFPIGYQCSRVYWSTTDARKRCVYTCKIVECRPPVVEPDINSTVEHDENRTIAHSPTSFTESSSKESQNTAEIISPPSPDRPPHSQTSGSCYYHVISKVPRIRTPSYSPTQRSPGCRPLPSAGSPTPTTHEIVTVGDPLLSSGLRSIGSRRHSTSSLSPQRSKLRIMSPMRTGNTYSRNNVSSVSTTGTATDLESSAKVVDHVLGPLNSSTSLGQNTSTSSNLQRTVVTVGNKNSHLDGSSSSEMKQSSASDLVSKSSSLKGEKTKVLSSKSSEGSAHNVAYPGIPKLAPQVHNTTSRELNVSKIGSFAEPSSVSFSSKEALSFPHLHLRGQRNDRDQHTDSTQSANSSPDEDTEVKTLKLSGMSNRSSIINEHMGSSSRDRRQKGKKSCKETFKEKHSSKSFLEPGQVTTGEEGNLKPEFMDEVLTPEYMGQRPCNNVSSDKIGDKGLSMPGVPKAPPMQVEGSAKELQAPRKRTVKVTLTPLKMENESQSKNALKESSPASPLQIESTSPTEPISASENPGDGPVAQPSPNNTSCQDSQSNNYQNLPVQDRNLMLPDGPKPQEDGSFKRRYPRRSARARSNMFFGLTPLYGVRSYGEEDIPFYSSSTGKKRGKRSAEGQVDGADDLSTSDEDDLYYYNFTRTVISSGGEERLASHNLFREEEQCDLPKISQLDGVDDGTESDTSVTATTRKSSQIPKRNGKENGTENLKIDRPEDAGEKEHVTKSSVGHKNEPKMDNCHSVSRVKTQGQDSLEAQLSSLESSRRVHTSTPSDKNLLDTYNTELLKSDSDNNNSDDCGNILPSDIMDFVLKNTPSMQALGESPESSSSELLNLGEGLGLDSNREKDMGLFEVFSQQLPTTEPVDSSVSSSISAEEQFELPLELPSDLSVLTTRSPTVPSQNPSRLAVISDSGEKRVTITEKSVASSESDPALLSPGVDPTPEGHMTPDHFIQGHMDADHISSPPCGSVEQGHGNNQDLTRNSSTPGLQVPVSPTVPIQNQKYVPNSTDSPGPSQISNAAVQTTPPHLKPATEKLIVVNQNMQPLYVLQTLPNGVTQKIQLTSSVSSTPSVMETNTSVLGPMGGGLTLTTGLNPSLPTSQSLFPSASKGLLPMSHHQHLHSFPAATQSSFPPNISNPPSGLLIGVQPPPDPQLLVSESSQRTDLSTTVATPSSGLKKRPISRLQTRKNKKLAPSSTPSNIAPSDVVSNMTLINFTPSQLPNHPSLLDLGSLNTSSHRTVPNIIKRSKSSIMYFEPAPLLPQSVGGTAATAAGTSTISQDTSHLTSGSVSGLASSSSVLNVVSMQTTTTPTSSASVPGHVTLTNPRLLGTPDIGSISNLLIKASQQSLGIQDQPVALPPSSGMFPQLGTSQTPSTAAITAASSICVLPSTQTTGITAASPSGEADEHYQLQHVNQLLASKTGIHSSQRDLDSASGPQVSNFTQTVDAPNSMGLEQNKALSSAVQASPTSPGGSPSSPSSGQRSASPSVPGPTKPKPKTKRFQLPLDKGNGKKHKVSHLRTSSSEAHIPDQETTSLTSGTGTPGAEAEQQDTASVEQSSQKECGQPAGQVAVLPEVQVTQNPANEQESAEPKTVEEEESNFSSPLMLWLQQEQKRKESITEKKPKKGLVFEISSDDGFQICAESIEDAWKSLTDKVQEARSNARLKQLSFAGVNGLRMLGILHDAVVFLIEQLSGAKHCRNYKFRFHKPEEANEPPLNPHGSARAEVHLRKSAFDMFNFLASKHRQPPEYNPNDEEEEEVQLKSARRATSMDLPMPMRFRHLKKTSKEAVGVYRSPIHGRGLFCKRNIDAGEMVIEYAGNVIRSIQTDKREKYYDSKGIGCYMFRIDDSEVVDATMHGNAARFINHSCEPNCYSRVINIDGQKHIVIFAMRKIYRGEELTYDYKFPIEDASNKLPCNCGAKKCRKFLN
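Purified MLL-CXXC (added from a 7 uM solution) was preincubated 5 min at ambient with pinned compounds in 50 mM Tris-HCl pH 7.5, 50 mM NaCl, 1 mM DTT, 0.05% BSA. Fluorescein-labeled HOX-A9 DNA (50 nM solution) followed, 30 min, then polarization read.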
NPC1 prom act = activators of NPC1 promoter | AID 485313 | actives 2.4% (n = 320,000) | Huh7 NPC1 promoter luciferase reporter, 24 h | Potency, µM (doses to about 9.22 µM), without a hit: at the highest dose activation, hits mostly activators;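 further: % of control where 0% means no effect; nearly all actives have a fitted effect of over 60% in size; reporter is driven by a mutant NPC1 promoter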
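Cells: Huh7 expressing luciferase under the NPC1 promoter, 1500/well. Seeded 2 h, compound added, incubated 24 h at 37 °C. Luciferase reagent, 10 min ambient, then luminescence.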
Rab9 promoter act = activates the Rab9 promoter; Huh7 Rab9 promoter-luciferase reporter, luminescence, 24 h; Potency, µM (doses to about 9.22 µM), for the others: top-dose activation, negative = inhibition, hits mostly activators; actives 2.8% (n = 320,000); further: % of control where 0% means no effect; nearly all actives have a fitted effect of over 60% in size
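Luminescence read-out: Huh7 cells stably expressing Rab9-luciferase, treated 24 h with compound at 37 °C, then lysed with luciferase reagent for 10 min at ambient before reading.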
MBNL1 CUG block = MBNL1-poly(CUG) RNA binding inhibition. TR-FRET MBNL1-His/biotin-(CUG)12 binding, 665/545 ratio. actives 0.036% (n = 280,000). Potency, µM (top dose mostly 57.5 µM), inactives show top-dose activity change, negative = inhibition, hits mostly inhibitors. Q9NR56; active means well fitted inhibition curve with a large enough effect in the signal ratio, with a control signal flat, not every such curve was filed as active; inconclusive means small, poorly fitted or top-dose-only effect, or effect the other way, or a change in a side signal; inactive means no such curve, though single readings can be large or run the other way; the % refers to the signal ratio; further: on the % scale 0 is the no-effect control and ±100 the full control effect
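His-tagged MBNL1 binding to biotinylated (CUG)12 RNA was measured by TR-FRET using terbium anti-His antibody (0.055 ng/ul final) and streptavidin-XL665 (5 nM final). Compounds were titrated 92 nM to 58 uM; 60 min at room temperature.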
p53 reactivator = restores transcriptional activity of mutant p53; actives 0.063% (n = 320,000); Potency, µM (top dose mostly 92.2 µM), for inactives: at the top dose activity change, positive = activation, actives largely listed as activators; AID 504706; H1299 p53-A138V BP100-luciferase reporter, luminescence, 24 h; further: % of control where 0% means no effect; nearly all actives have a fitted effect of over 45% in size
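H1299 (p53-null), stable ts p53-A138V + BP100-Luc; 1000 cells/well, Opti-MEM/10% FBS; cpd 4 pt, 1:5; 24 h, 37 deg C, 5% CO2; detection reagent 10 min RT; luminescence.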
ELG1 genotox = induces genotoxicity in HEK293T cells with luciferase-tagged ELG1; HEK293T ELG1-luciferase reporter, luminescence, 16 h; AID 504466; actives 1.3% (n = 330,000); Potency, µM (top dose mostly 46 µM), for inactives: top-dose activity change, positive = activation, usual class: activators; further: % of control where 0% means no effect; nearly all actives have a fitted effect of over 60% in size
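Step 1: seed 2,000 HEK293T ELG1-luciferase cells per well. Step 2: add compound or DMSO, incubate 16 hr at 37 °C. Step 3: ONE-Glo, 30 min at room temperature, read luminescence.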
BRCA1 expr up = activators of BRCA1 expression; MCF7-BRCA1-FFLuc reporter, luminescence, 48 h; response scale: scaled: vehicle 0%, 10 µM genistein 100%; AID 624202; actives 1.1% (n = 380,000); Potency, µM (doses to about 46.1 µM), inactives show at the top dose activation, hits mostly activators; further: nearly all actives have a fitted effect of over 80% in size; some results filed as inactive show a strong effect at the top dose
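MCF7-BRCA1-FFLuc cells, 2000/well in phenol-red-free MEM, attached 2 h then treated 48 h at 37 C. Luciferase luminescence read 15 min after reagent; normalized to genistein maximum activation (10microM) and DMSO, concentration-response fitted.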
FLuc modulator = inhibits or activates purified firefly luciferase, miR-21 counter-screen; P08659; purified FLuc, Km substrates, luminescence inhibition; Potency, µM (doses to about 57.5 µM), inactives show at the highest dose activity change, negative = inhibition, actives largely listed as inhibitors; actives 6.9% (n = 360,000); AID 588342;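 further: plate controls were vehicle for no effect and reference inhibitor for full effect; nearly all actives have a fitted effect of over 55% in size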
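Biochemical qHTS of compounds, final roughly 60 µM downward over six points, against 10 nM purified firefly luciferase using Km concentrations of substrates (10 uM D-luciferin, 10 uM ATP) in Tris acetate pH 7.5 buffer; luminescence output.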
RORgamma inh = ROR gamma (mouse) transcription inhibition. P51450. Drosophila S2 Gal4-RORgamma UAS-luciferase reporter, 20 h. Potency, µM (top dose mostly 53.6 µM), for the others: top-dose activity change, negative = inhibition, most hits filed as inhibitors. actives 5.4% (n = 310,000); further: on the % scale 0 is the no-effect control and ±100 the full control effect; nearly all actives have a fitted effect of over 60% in size
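Read-out: Photinus luciferase luminescence; inhibitors lower reporter signal. Insect Schneider cells with Gal4-ROR gamma fusion under metallothionein promoter, UAS reporter; 700 uM final copper sulfate induction, 20 hr, ambient temperature.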
uPA surface inh = cell surface uPA generation inhibition. cell surface uPA generation assay, qHTS. Potency, µM (top dose mostly 38.3 µM), for the others: top-dose activity change, negative = inhibition, usual class: inhibitors. actives 0.31% (n = 330,000). AID 540303; active means well fitted inhibition curve with a large enough effect; inconclusive means small, poorly fitted or top-dose-only effect; inactive means no such curve, though single readings can be large or run the other way; tested in mouse RAW 264.7 cells; further: on the % scale 0 is the no-effect control and ±100 the full control effect; nearly all actives have a fitted effect of over 55% in size
The depositor's hits bear a star; ? = inconclusive; . = not tested or not shown; & = joins results of further samples; [ ] = remark or other dose. Unless noted, the call rests on the fitted dose curve; in most records, active means well fitted curve in the direction sought with a large enough effect; inconclusive means small, poorly fitted or top-dose-only effect, or another doubt; inactive means no such curve, though single readings can be large; an effect the other way counts as inactive or inconclusive. Potency means the concentration at half of the fitted maximal effect.

SMILES | Gal4-VP16 FLuc | CXXC DNA block | NPC1 prom act | Rab9 promoter act | MBNL1 CUG block | p53 reactivator | ELG1 genotox | BRCA1 expr up | FLuc modulator | RORgamma inh | uPA surface inh
O=C(O)Cc1ccc(C(=O)c2ccc(Cl)cc2Cl)s1 | 0% | 17% | -12% | 20% | . | 5% | 5% | 49% | ? | 11% | 3%
O=S(=O)(c1cccs1)N1CCN(Cc2cccc(F)c2)CC1 | . | -1% | -5% | 0% | 3% | . | 1% | -17% | 0% | . | 2%
CCOc1ccccc1/C=N/n1nnnc1N | 3% | -7% | 5% | 0% | 10% | -10% | 6% | -17% | -5% | 0% | 5%
O=C(CSCC(=O)N1CCOCC1)Nc1ccccc1 | -7% | 4% | 4% | 9% | 3% | -5% | 3% | 6% | -3% | 20% | -5%
O=C(Nc1nnc(CC(c2ccccc2)c2ccccc2)s1)c1ccco1 | ? | 3% | -2% | -2% | 4% | 22% | 1% | 6% | 8% | ? | 4%
O=C1CN(S(=O)(=O)c2ccc(F)cc2)CC(=O)N1CCc1ccccc1 | -23% | 0% | 4% | 2% | -11% | -2% | -2% | . | -7% | -17% | .
COc1ccc(N2CCN(C(=O)COC(=O)CSc3ccccc3)CC2)cc1 | . | . | 0% | 1% | . | 5% | 0% | -22% | 7% | . | 3%
CC(C)(C)NNC(=S)Nc1cccc(F)c1 | 3.5µM* | -6% | -4% | 1% | . | 7% | -2% | -7% | -1% | 0.63µM* | -5%
CCC(=O)Nc1ccc(NC(=O)CSc2nc3c(c(=O)n(C)c(=O)n3C)n2CC)cc1 | -8% | 4% | -2% | 3% | -7% | 16% | 0% | -27% | 0% | 3% | -2%
Cc1ccc(CNC(=O)CCS(=O)(=O)c2cc3c(cc2C)NC(=O)CO3)cc1 | -3% | . | -3% | 14% | 1% | . | 4% | -17%&4% | -3%&3% | 0% | 27%
CCC(=O)Nc1nc(C)c(-c2csc(Nc3ccc(S(=O)(=O)Nc4cc(C)on4)cc3)n2)s1 | 4% | -8% | -4% | 8% | 2% | 1% | -8% | . | 1% | -40% | .
CCc1ccc(CCC(=O)Nc2ccc(Cl)cc2)o1 | -13% | -11% | 2% | 11% | 0% | 10% | 14% | 7% | ? | ? | ?
O/N=C(\c1ccc(Cl)cc1Cl)c1ncc(C(F)(F)F)cc1Cl | 25µM* | 1% | -2% | -2% | -6% | 2% | 0% | -46% | 8% | 11µM* | 19%
O=C(NC1CCCc2ccccc21)C1CCN(S(=O)(=O)c2cccc3nsnc23)CC1 (stereo not given) | 4% | 18% | -2% | -3% | 4% | -10% | -13% | 14% | 0% | -9% | -3%
CC(C)CC(c1nnnn1CC1CCCO1)N1CCN(c2nc3ccccc3s2)CC1 (stereo not given) | 0% | -4% | -6% | 0% | -9% | -4% | -10% | -27% | 0% | 11% | 9%
O=C(CN1C(=O)NC2(CCCC2)C1=O)Nc1ccccc1N1CCCC1 | 6% | 15% | 1% | 4% | -3% | 4% | 2% | -21% | 2% | 14% | 8%
O=C(NC1CC1)c1cccc(S(=O)(=O)N2CCOCC2)c1 | . | . | -7% | 0% | . | 1% | 2% | 3% | -2% | . | 7%
CC1CCCC(C)N1C(=O)COC(=O)C1CCN(S(=O)(=O)c2c(Cl)cccc2Cl)CC1 (stereo not given) | . | . | -2% | 0% | . | 1% | 10% | -17% | 0% | . | 5%
CC1CCCCC1NC(=O)c1ccc(S(=O)(=O)N2CCN(C)CC2)cc1 (stereo not given) | -2% | 9% | -5% | 3% | -6% | ? | 4% | 17% | -1% | -25% | -2%
CC(=O)Nc1ccc(NC(=O)C(C)OC(=O)c2cccc(S(=O)(=O)N3CCCCCC3)c2)cc1 (stereo not given) | . | . | -3% | -2% | . | 2% | 4% | -43% | -1% | . | 5%
COc1ccc(CCN(C)CCC(=O)Nc2ccc(C)cc2)cc1OC | -1% | -2% | -8% | -7% | ? | -8% | 3% | 17% | 3% | 16% | 5%
CCOc1ccc(C(CC(=O)O)NC(=O)C23CC4CC(CC(C4)C2)C3)cc1OC (stereo not given) | -8% | 4% | -3% | -4% | 4% | 4% | 3% | -6% | 3% | -6% | 3%
Cc1ccc(NC(=S)NNc2ncc(C(F)(F)F)cc2Cl)cc1 | 11µM* | 10% | -5% | -17% | 32%[activator] | -28% | -16% | -76% | -2% | 13µM* | -3%
Cc1ccccc1NC(=O)Cn1nc(C(=O)O)c2ccccc2c1=O | 13% | -3% | -4% | -2% | 9% | 3% | 1% | -3% | -1% | 35% | 1%
CCOc1cccc(/C=N/NC(=O)C2CCCC2)c1O | 5% | 12% | -3% | -2% | -6% | . | . | -30% | 0% | 2% | -6%
COCc1c(Br)c(C)nc(OCC(=O)N/N=C/c2cc(C)n(-c3ccc([N+](=O)[O-])cc3)c2C)c1C#N | -11% | -1% | -2% | -1% | 10% | -16% | 0% | -21% | -3% | 30% | -2%
COc1ccc(NC(=O)OC(CN2CCCCC2)C(F)(F)F)cc1 (stereo not given) | -5% | -4% | 0% | -2% | -15% | 1% | -1% | -13% | -4% | -2% | 7%
CN1CCC(OC(=O)c2ccco2)CC1 | -3% | -10% | -2% | -13% | -5% | 6% | 1% | -3% | -1% | -12% | -1%
CC1CCN(CCCCOc2ccc(C(=O)c3ccccc3)cc2)CC1 | -9% | -19% | -2% | -3% | 2% | -3% | -10% | 6% | 2% | 22% | -8%
Cc1cnc(C)c(N2CCN(Cc3nc(-c4ccccc4)no3)CC2)n1 | -12% | -3% | 0% | -13% | -5% | -5% | -1% | -3% | -3% | 10% | 14%
Cc1noc(C)c1CN1C(=O)c2cccc([N+](=O)[O-])c2C1=O | -13% | 25% | 2% | 9% | ? | -3% | 2% | 0% | 0% | -12% | -2%
COC(=O)c1sc(NC(=O)CSc2nc3cccnc3n2C)nc1C | -3% | ? | -3% | 0% | 2% | -2% | 0% | 2% | 0% | 2% | 0%
Cn1c(N)c(C(=O)Nc2cccc(Cl)c2)c(=O)n(C)c1=O | -4% | 12% | 2% | 6% | -5% | 12% | 8% | -26% | 5.4µM* | 28% | 5%
Nc1nc(NCc2ccco2)nn1-c1ccccc1 | 0% | -2% | -3% | -3% | 8% | 14% | 6% | 27% | 1% | -6% | -1%
CS(=O)(=O)Nc1ccc(C(=O)Nc2ccccc2Sc2ccccc2)cc1 | 5% | 19% | -2% | -4% | . | -6% | 3% | -17% | 1% | 32% | 2%
CCCCCC(=O)Oc1cccc(N2C(=O)C3CCCCC3C2=O)c1 (stereo not given) | -6% | 150%[activator] | -6% | -2% | -1% | -3% | 6% | 7% | -1% | 9% | 9%
CC1(C)C2CCC1(CS(=O)(=O)Nc1ccc(S(=O)(=O)N3CCCCC3)cc1)C(=O)C2 (stereo not given) | -10% | 1% | 0% | -6% | 4% | -5% | -3% | -25% | 0% | ? | 0%
O=C1ON=C(c2ccccc2)/C1=C/c1ccccc1 | -22% | ? | 0% | -7% | 7% | . | -2% | 2% | ? | -20% | -5%
COc1cc(C)nc(NC(=O)COc2ccc(Cl)cc2C)n1 | -12% | 2% | 8% | 1% | -10% | ? | ? | 0% | -5% | 26% | 0%
C/C(=N/NC(=O)c1ccncc1)c1ccc2c(c1)OCO2 | 8% | 24% | 4% | 3% | 2% | 1% | 0% | 6% | -14% | 33% | -14%
O=C(CN1CCOCC1)Nc1ccc2c(c1)CCC2 | -5% | -3% | 29% | 29% | -4% | ? | 15% | 68% | ? | 16% | -3%
N#CCCn1c(C(C#N)(CCC#N)CCC#N)nc2ccccc21 | 1% | 6% | 1% | -4% | 1% | 5% | 0% | 3% | 2%[2.3 µM] | -1% | -2%
N#C/C(=C\c1ccc(O)c(O)c1)C(=O)NCCc1ccccc1 | . | 2% | 10%[46.1 µM] | -23%[46.1 µM] | . | 12% | ? | 0%&-12% | ? | . | ?
CCCC1C(c2ccco2)NC(c2ccco2)CC1(C)O (stereo not given) | -3% | 1% | 0% | -3% | 6% | 0% | -15% | -4% | 1% | -18% | 4%
Cc1cc(C)c(S(=O)(=O)n2ccc(-c3ccc(OCCN(C)c4ccccn4)cc3)n2)c(C)c1 | 2% | 5% | 1% | -4% | -5% | -3% | -4% | -6% | 0% | 2% | -1%
CC(C)(C)n1nc2c(c1NC(=O)c1cc3ccccc3o1)CSC2 | -4% | 10% | -1% | 0% | 2% | -1% | -14% | 1% | 4% | -8% | 2%

Screening data from PubChem.

Only part of the results is shown (hit frequency here may not be typical).
